GLP1R inv ag: acts as inverse agonist at human GLP-1 receptor. P43220. HEK293 GLP-1R CRE-luciferase, luminescence, 24 h; GLP-1R form is constitutively active. Potency, µM (highest dose often 38.3 µM), inactives show at the highest dose activity change, negative = inhibition, usual class: inhibitors. 410,000 compounds, 1.6% hits; note: potency is the fitted concentration of half-maximal effect; % is set by controls: 0 for no effect and ±100 for the full control effect; nearly all actives have a fitted effect of over 55% in size
Target sequence (P43220 whole entry, looked up): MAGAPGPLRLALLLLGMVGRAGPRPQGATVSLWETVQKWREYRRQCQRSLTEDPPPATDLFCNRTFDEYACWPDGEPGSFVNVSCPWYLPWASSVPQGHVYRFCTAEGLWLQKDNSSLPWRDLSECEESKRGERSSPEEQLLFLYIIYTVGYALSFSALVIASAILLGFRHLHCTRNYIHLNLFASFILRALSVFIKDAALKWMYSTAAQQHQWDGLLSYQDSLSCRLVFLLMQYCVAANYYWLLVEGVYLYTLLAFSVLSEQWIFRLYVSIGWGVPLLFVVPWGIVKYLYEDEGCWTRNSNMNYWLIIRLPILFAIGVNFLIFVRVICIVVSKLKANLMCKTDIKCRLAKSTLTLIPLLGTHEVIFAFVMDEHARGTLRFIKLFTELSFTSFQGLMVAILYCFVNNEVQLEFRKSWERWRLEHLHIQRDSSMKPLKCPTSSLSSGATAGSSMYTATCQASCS
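Constitutively active GLP-1R drives a cAMP-responsive luciferase in stably transfected HEK293 cells; test compounds are added after overnight (12 h) attachment and left 24 hr, and signal loss in luminescence marks inhibition.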
PLK1 PBD block: blocks phosphopeptide binding to human PLK1 polo-box domain; Potency, µM, without a hit: max response, negative = inhibition, most hits filed as inhibitors; 360,000 compounds, 2.8% hits; AID 720504; Plk1 PBD binding of FITC phosphopeptide, fluorescence polarization; note: potency is the fitted concentration of half-maximal effect; series mostly up to about 57 µM; % is set by controls: 0 for no effect and ±100 for the full control effect; nearly all actives have a fitted effect of over 65% in size
GLP1R ag: activates the human GLP-1 receptor; Potency, µM (top dose mostly 45.6 µM), for the others: at the highest dose activation, hits mostly activators; 380,000 compounds, 0.007% hits; P43220; HEK293 GLP-1R CRE-luciferase, luminescence, 4-6 h; cells express a hypersensitive GLP-1R form; note: potency is the fitted concentration of half-maximal effect; % of control where 0% means no effect
PI5P4K alpha inh: blocks human PI5P4K alpha kinase activity | P48426 | PI5P4Kalpha enzyme, ADP-Glo luminescence, 60 min; active compounds read low | max response, % | 330,000 compounds, 1.2% hits | AID 652105; active = max response of -50% or lower; inconclusive = between -30% and -50%; inactive = -30% or higher; note: value at the top dose of about 77 µM; % is set by controls: 0 for no effect and ±100 for the full control effect
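qHTS, 1536-well: enzyme/substrate mix, compound by pin tool, 5 microM ATP final; RT 60 min; ADP-Glo reagents 1 (45 min) then 2 (30 min); luminescence.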
EPAC1 ag: activates human EPAC1 exchange factor. EPAC1 agonist qHTS, biochemical assay; response scale: 100% = response to 6.5 mM cAMP. 360,000 compounds, 0.073% hits. Potency, µM (series often up to 154 µM), for the others: top-dose activation, actives largely listed as activators; note: potency is the fitted concentration of half-maximal effect; nearly all actives have a fitted effect of over 60% in size
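Fluorescent GDP-exchange assay: 100 nM EPAC1 with 250 nM Rap1B preloaded with BODIPY-GDP and 50 uM GDP; compounds tested as concentration series, 5 min at room temperature, then read every 5 min for 30 min (ex 480/em 540 nm); normalized to 6.5 mM cAMP.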
GLP1R cytotox: cytotoxic in the GLP-1 receptor inverse agonist counter-screen | Potency, µM (series often up to 38.3 µM), for the others: at the top dose activity change, negative = inhibition, most hits filed as inhibitors | 410,000 compounds, 0.13% hits | AID 624418 | HEK293 cAMP-luciferase reporter cells, luminescence, 24 h;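 note: loss of luciferase light is scored as toxicity; potency is the fitted concentration of half-maximal effect; % is set by controls: 0 for no effect and ±100 for the full control effect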
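Compound-treated cells are incubated 24 hr at 37 deg C under 5% CO2 after a 12 hour attachment period, then luciferase detection reagent is added and luminescence is measured following 12 min at room temperature; lowered signal indicates toxicity.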
EPAC1 antag: EPAC1 (human) antagonism; O95398; EPAC1 GEF assay, Rap1b-BODIPY-GDP exchange fluorescence; Potency, µM (doses to about 115 µM), inactives show top-dose activity change, negative = inhibition, hits mostly inhibitors; 360,000 compounds, 0.14% hits; AID 720709;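 note: potency is the fitted concentration of half-maximal effect; plate controls were vehicle for no effect and positive control for full effect; nearly all actives have a fitted effect of over 50% in size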
IL2 activator: activators of IL-2; IL-2 activation reporter assay, cell-based qHTS; stimulated with anti-CD3/CD4/CD28 beads; in transgenic mouse T cells; activation, % (series mostly up to about 46 µM); 360,000 compounds, 0.065% hits; in the data active = activation above about 50%; inconclusive = mostly about 30% to 49%; note: 0% is about no effect
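Readout is EGFP and DsRed signal by fluorescent plate cytometry after 18 h at 37 degrees C. Transgenic mouse T cells (750/well) received compound for 60 min before bead stimulation (anti-CD3, anti-CD4, anti-CD28); memory T cells served as non-tolerant control.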
PTHR1 ag: PTHR1 (human) receptor agonism. Q03431. HEK293 GP2 PTHR1 cells, GloSensor cAMP luminescence, 1 h. Potency, µM (doses to about 115 µM), without a hit: top-dose activation, most hits filed as activators. 410,000 compounds, 0.075% hits; note: potency is the fitted concentration of half-maximal effect; nearly all actives have a fitted effect of over 55% in size; some results filed as inactive show a strong effect at the top dose; inactives centre near -15; many of its hits are not listed in these tables
Target sequence (Q03431 whole entry, looked up): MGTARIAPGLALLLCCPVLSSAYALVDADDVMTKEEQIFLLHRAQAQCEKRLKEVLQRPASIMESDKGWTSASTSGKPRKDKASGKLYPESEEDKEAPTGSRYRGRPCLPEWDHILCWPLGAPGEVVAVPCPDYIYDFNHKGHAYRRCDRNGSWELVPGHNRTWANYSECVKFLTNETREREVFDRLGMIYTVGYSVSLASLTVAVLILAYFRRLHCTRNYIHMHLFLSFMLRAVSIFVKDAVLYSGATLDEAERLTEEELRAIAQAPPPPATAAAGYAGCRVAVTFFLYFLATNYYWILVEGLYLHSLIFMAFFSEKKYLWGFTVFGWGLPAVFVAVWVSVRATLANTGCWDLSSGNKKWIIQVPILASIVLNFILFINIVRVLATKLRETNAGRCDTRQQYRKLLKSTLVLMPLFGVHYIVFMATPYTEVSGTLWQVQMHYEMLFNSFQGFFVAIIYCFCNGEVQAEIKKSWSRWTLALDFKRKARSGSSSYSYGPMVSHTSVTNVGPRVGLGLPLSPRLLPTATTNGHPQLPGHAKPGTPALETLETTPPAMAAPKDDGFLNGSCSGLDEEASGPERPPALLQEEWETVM
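HEK-293-derived GP2 cells expressing PTHR1 and a GloSensor cAMP reporter, 3,000/well, plated overnight, given luciferin plus IBMX (each 0.5 mM as added) for 1 h at 37 °C, then compound for 1 h at 37 °C. Luminescence was read after 15 min at room temperature.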
* = called active by the depositor; i = inactive; ? = inconclusive; / = no result given; [ ] = another dose, or the depositor's remark. Unless noted, calls come from the whole dose curve; as a rule, active = well fitted curve in the direction sought with a large enough effect; inconclusive = small, poorly fitted or top-dose-only effect, or another doubt; inactive = no such curve, though single readings can be large; an effect the other way counts as inactive or inconclusive. An excerpt; count on the stated rates, not on these rows.

Sequence of screens – GLP1R inv ag, PLK1 PBD block, GLP1R ag, PI5P4K alpha inh, EPAC1 ag, GLP1R cytotox, EPAC1 antag, IL2 activator, PTHR1 ag
> O=C(CN1CCC2(CC1)OCCO2)c1c[nH]c2ccccc12
 : 5%, -7%, 0%, 2, -5%, -14%, 9%, 0.4, i
> C/C(Cn1nnc2ccccc21)=N\OC(=O)c1ccccc1C
 : -5%, 6%, -1%, -2, -1%, -8%, 4%, -0.6, -34%[inhibitor]
> CN(C)S(=O)(=O)c1cccc(NC(=O)COc2ccccc2C(=O)NCc2ccccc2)c1
 : -26%, 2%, -2%, -4, 0%, -18%, -4%, -0.5, -5%
> CCCN(CC(=O)Nc1ccc(C(N)=O)cc1)CC(=O)Nc1ccc(F)c(F)c1F
 : 14%, -15%, 10%, -1, -1%, -10%, -28%, -0.2, -23%
> COc1ccc(S(=O)(=O)N2CCCCC2)cc1NC(=O)CNc1ccccc1N1CCCC1=O
 : 4%, -8%, 9%, 0, 5%, 0%, 5%, 1.2, -2%
> Cn1c(SCC(=O)NNC(=O)Nc2ccccc2)nnc1-c1ccccc1
 : ?, 2%, -2%, 0, 4%, 1%, 10%, -0.2, i
> CCOCC(=O)Nc1cccc(-c2nc3cccnc3s2)c1C
 : 17%, -2%, 4%, 1, 4%, 1%, -3%, -1.8, i
> COc1cc(/C=C/C(=O)c2ccc(NS(=O)(=O)c3ccc(C)cc3)cc2)cc(OC)c1O
 : ?, 10%, -1%, ?, 21%, -30%, -19%, 4.3, -30%[inhibitor]
> CN(C(=O)COC(=O)C1COc2ccccc2O1)c1c(N)n(Cc2ccccc2)c(=O)[nH]c1=O (stereo not drawn)
 : 6%, 2%, -2%, -6, 1%, 7%, -5%, -0.4, i
> O=C(CSc1nnc2ccc(-c3ccccn3)nn12)Nc1ccc(F)cc1F
 : -9%, -1%, 0%, 0, 7%, -10%, -3%, 1.3, i
> Cc1ccccc1N1CCN(C2CCCN(C(=O)CCC(=O)N(C)C)C2)CC1 (stereo not drawn)
 : 13%, -2%, 6%, -2, 10%, 1%, 4%, 0.0, -19%
> CN(c1ccccc1)S(=O)(=O)c1cccc(NC(=O)c2ccncc2)c1
 : 8%, -10%, 11%, -14, 6%, 4%, 6%, -0.6, -96%[inhibitor]
> CCN(CC)CCCNc1cc(C)nc2cc(-c3cccs3)nn12
 : -13%, -12%, 12%, 1, 3%, -6%, -4%, 1.1, i
> COc1ccc(NC(=S)NC2CCS(=O)(=O)C2)cc1 (stereo not drawn)
 : 7%, 2%, -1%, -2, -5%, -10%, 6%, -2.5, i
> O=C(CN(Cc1ccco1)C(=O)CNS(=O)(=O)c1ccc(F)cc1)NCCc1ccccc1
 : -14%, -7%, 0%, 10, 2%, -26%, 2%, 0.0, i
> CCCCn1c(N)c(N(CCOC)C(=O)CCCc2cccs2)c(=O)[nH]c1=O
 : 12%, -1%, 4%, 5, 4%, 3%, -4%, 0.5, i
> COc1ccc2c(c1)C(CC(C)=O)N(c1ccc(-c3cnc(OC)nc3)cc1)C(c1ccsc1)=C2 (stereo not drawn)
 : -1%, -4%, -1%, 6, 4%, -2%, -9%, -0.2, -13%
> O=C(N/N=C/c1cc(O)ccc1[N+](=O)[O-])c1ccc2c(c1)OCCO2
 : -28%, -13%, 1%, ?, -1%, ?, ?, 0.9, -4%
> CC1CC(C)CN(C(C(=O)NC2CCCCC2)c2ccnc3ccccc23)C1 (stereo not drawn)
 : ?, -4%, -2%, 5, -3%, 0%, 3%, 1.9, -24%
> CCCCOC(=O)Nc1ccc(N2CCCCC2)cc1
 : ?, -7%, 4%, 15, -1%, 11%, -17%, 0.9, i
> CC(C)c1ccc(NC(=S)NC2CC3C=CC2C3)cc1 (stereo not drawn)
 : ?, -23%, -2%, 1, 8%, 7%, -13%, -1.9, -19%
> Cc1cc(NC(=O)CN2C(=O)NC(C)(c3ccccc3Cl)C2=O)no1 (stereo not drawn)
 : 3%, 4%, 3%, 4, -2%, -11%, -13%, -0.5, i
> Cc1ccc(S(=O)(=O)N/N=C\c2ccc3c(c2)OCO3)cc1
 : 4%, 1%, 0%, /, 4%, 1%, 1%, -1.1, i
> Fc1ccccc1COc1ccc2ccccc2c1CNc1nn[nH]n1
 : ?, -4%, 5%, 2, -2%, -10%, -16%, -1.6, -1%
> C=CCNC(=O)CSc1nnc(-c2ccncc2)n1CCc1ccccc1
 : 8%, -7%, 5%, -1, 0%, 7%, -10%, -0.9, -14%[57.5 µM]
> O=C1c2cccc3cccc(c23)C(=O)N1CC1CCN(S(=O)(=O)c2ccccc2)CC1
 : 6%, 5%, 2%, 16, -1%, 0%, -8%, 1.9, i
> Cn1c(=O)c2sccc2n(Cc2ccccc2)c1=O
 : 31%[activator], -2%, 1%, 8, 7%, -3%, -23%, 0.5, -25%
> Cc1cc(C)c(NC(=O)c2ccccc2CCc2ccccc2)c(C)c1
 : 0%, -3%, -8%, /, -2%, 8%, 4%, -1.1, -14%[57.5 µM]
> CCC(Sc1nc2ncccc2[nH]1)C(=O)NC1CCC(C)CC1 (stereo not drawn)
 : 8%, 6%, -2%, -4, -3%, 6%, -1%, -2.7, -29%
> CCOC(=O)C1CCCN(Cc2cc(OC)c(O)c(OC)c2)C1 (stereo not drawn)
 : 42%[activator], -8%, 13%, /, 8%, 9%, 2%, -1.2, i

Three compounds out of the list above, arranged by their value in PI5P4K alpha inh, low to high:
SMILES	GLP1R inv ag	PLK1 PBD block	GLP1R ag	PI5P4K alpha inh	EPAC1 antag	PTHR1 ag
C=CCNC(=O)CSc1nnc(-c2ccncc2)n1CCc1ccccc1	8%	-7%	5%	-1	-10%	-14%[57.5 µM]
CC(C)c1ccc(NC(=S)NC2CC3C=CC2C3)cc1 (stereo not drawn)	?	-23%	-2%	1	-13%	-19%
COc1ccc2c(c1)C(CC(C)=O)N(c1ccc(-c3cnc(OC)nc3)cc1)C(c1ccsc1)=C2 (stereo not drawn)	-1%	-4%	-1%	6	-9%	-13%

Following part
Sequence of screens – GLP1R inv ag, PLK1 PBD block, GLP1R ag, PI5P4K alpha inh, EPAC1 ag, GLP1R cytotox, EPAC1 antag, IL2 activator, PTHR1 ag
> Cc1csc(NC(=O)c2cc(=O)[nH]c3ccccc23)n1
 : 11%, 0%, -8%, -5, -2%, -6%, 3%, 1.2, i
> Cc1ccc(S(=O)(=O)N2CCCCC2)cc1NC(=O)COC(=O)c1cccn1C
 : ?, -18%, 13%, -6, 14%, 4%, -9%, -0.4, -32%[inhibitor]
> CCN(CC)c1nc2c(-c3cccc(Br)c3)nnn2c2ccccc12
 : 0%, /, 0%, /, /, 11%, /, /, -1%
> CCOC(=O)CON1C(=O)c2ccccc2C1=O
 : -15%, 1%, -1%, 0, -3%, -2%, -1%, -1.4, i
> CCOc1cc(/C=C2\C(=O)N(Cc3ccco3)C(C)=C2C(=O)OC)ccc1O
 : 38%[activator], 2%, 7%, -15, 13%, -15%, -24%, -1.0, -91%[inhibitor]
> COc1ccc(N2CCN(S(=O)(=O)CCNC(=O)c3ccc(Br)o3)CC2)cc1
 : 5%, -2%, 0%, -1, 4%, -7%, 16%, 5.3, 9%
> COc1ccc(NC(=O)CSc2nnc(C)c(=O)n2N)cc1
 : 14%, -2%, 1%, -2, 8%, 6%, 19%, -3.3, i
> CCCCCNC(=O)Cn1c(=O)c2c(ncn2CC(C)C)n(Cc2ccccc2)c1=O
 : ?, -3%, 6%, 4, 10%, -11%, 8%, -0.6, -6%
> N#C/C(=C/c1ccc(F)cc1)C(N)=S
 : 1%, 30µM*, 1%, 7, 10%, 7%, -14%, -0.4, -4%
> O=C(Nc1ccccc1N1CCOCC1)c1ccc2c(c1)OCCO2
 : -3%, -10%, 13%, -1, 9%, 20%, 0%, 0.2, -6%
> CCCCCNC(=O)c1ccc2c(=O)n(CCCOCC)c(=S)[nH]c2c1
 : 8%, 3%, 3%, 4, 6%, 2%, -3%, 0.1, i
> NNC(=O)Cc1cc(=O)[nH][nH]1
 : -1%, -9%, -4%, -13, -7%, 0%, -14%, -0.4, i
> COc1ccc(Nc2nc(N)nc(CN3CCN(c4ccccn4)CC3)n2)cc1
 : 8%, -7%, 20%, 3, 5%, 4%, -3%, 0.0, -7%
> COc1ccc(CNC(=O)c2cnc3n(c2=O)CCS3)cc1
 : 40%[activator], -12%, 3%, -1, -24%, 2%, -13%, -0.4, 4%
> COc1ccc2cc(-c3[nH]ncc3CN3CCCN(c4ccccc4)CC3)ccc2c1
 : ?, -1%, 1%, 3, 6%, ?, 4%, 1.4, -39%[inhibitor]
> Cc1ccc(S(=O)(=O)N2CCN(C(=O)CCn3cncn3)CC2)cc1
 : 1%, -2%, 1%, 1, 3%, -20%, 11%, -0.9, i
> C[N+]1(C2CCC3CCCC2C3O)CCCC1 (stereo not drawn)
 : 14%, 1%, 1%, 7, -11%, 8%, -3%, 0.9, i
> Cc1ccc(C)c(C(=O)N(C)CC(=O)Nc2ccccc2C(F)(F)F)c1
 : -9%, -2%, 5%, 4, 8%, 8%, 10%, 0.5, -24%
> COCc1[nH][nH]c(=O)c1C=Nc1ccc(Oc2ccccc2)cc1
 : 6%, -2%, 1%, -1, -4%, -17%, -9%, -1.9, -36%[inhibitor]
> CCN(C[C@H]1N[C@@](CC)(C(=O)OC)[C@H]2C(=O)N(Cc3ccccc3)C(=O)[C@@H]12)C(=O)COc1ccccc1
 : 16%, -4%, -3%, 4, -10%, 0%, 22%, -0.2, -11%

3 of the compounds above, as comma-separated lines:
structure,GLP1R inv ag,PLK1 PBD block,GLP1R ag,PI5P4K alpha inh,EPAC1 ag,GLP1R cytotox,EPAC1 antag,IL2 activator,PTHR1 ag
COCc1[nH][nH]c(=O)c1C=Nc1ccc(Oc2ccccc2)cc1,6%,-2%,1%,-1,-4%,-17%,-9%,-1.9,-36%[inhibitor]
C[N+]1(C2CCC3CCCC2C3O)CCCC1 (stereo not drawn),14%,1%,1%,7,-11%,8%,-3%,0.9,i
CCN(C[C@H]1N[C@@](CC)(C(=O)OC)[C@H]2C(=O)N(Cc3ccccc3)C(=O)[C@@H]12)C(=O)COc1ccccc1,16%,-4%,-3%,4,-10%,0%,22%,-0.2,-11%

High-throughput results: PubChem BioAssay, National Center for Advancing Translational Sciences (NCATS)
